High-throughput results (PubChem BioAssay)
PTAP TSG101 blk: qHTS Assay for Iinhibitors of HIV-1 Budding by Blocking the Interaction of PTAP/TSG101. Fluorescence polarization, FITC-PTAP peptide / Tsg101 binding. 340,000 tested, under 10 active. Potency, µM (titrated, usually from 115 µM), without a hit: at the highest dose activity change, negative = inhibition, hits mostly inhibitors; active = well fitted inhibition curve with a large enough effect in the main read-out, with a control signal flat, not every such curve was filed as active; inconclusive = small, poorly fitted or top-dose-only effect, or effect the other way, or a change in a side signal; inactive = no such curve, though single readings can be large or run the other way; note: potency is the fitted concentration of half-maximal effect; % of control where 0% means no effect
Target sequence (Q99816 whole entry, looked up): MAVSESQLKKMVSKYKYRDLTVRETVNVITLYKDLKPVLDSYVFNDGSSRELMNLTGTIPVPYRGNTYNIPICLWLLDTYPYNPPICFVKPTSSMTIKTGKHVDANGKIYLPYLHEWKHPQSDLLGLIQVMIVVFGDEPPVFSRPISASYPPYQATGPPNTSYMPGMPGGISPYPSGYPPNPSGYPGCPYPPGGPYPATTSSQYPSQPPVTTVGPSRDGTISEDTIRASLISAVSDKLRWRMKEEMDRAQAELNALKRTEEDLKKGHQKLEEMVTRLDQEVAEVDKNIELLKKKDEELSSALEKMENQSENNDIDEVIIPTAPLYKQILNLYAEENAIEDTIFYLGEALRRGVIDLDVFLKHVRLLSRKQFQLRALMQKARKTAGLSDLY
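Fluorescence anisotropy tracks displacement of a FITC-tagged PTAP peptide (50 nM) from the Tsg101 binding domain (10 uM), following a 20 min room-temperature incubation at pH 7.5.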
CXXC DNA block: qHTS Fluorescence Polarization Assay for Inhibitors of MLL CXXC domain - DNA interaction; Histone-lysine N-methyltransferase 2A (Homo sapiens), Q03164; Potency, µM (series often up to 115 µM), without a hit: at the highest dose activity change, negative = inhibition, most hits filed as inhibitors; 290,000 compounds, 0.037% hits; MLL-CXXC / FITC-HOXA9 DNA fluorescence polarization; active = well fitted inhibition curve with a large enough effect in the polarisation, with a control signal flat, not every such curve was filed as active; inconclusive = small, poorly fitted or top-dose-only effect, or effect the other way, or a change in a side signal; inactive = no such curve, though single readings can be large or run the other way; the % refers to the polarisation; note: potency is the fitted concentration of half-maximal effect
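Fluorescence polarization: 7 uM MLL-CXXC (stock) preincubated 5 min with compounds, then 50 nM fluorescein-HOX-A9 DNA (stock) added; 30 min ambient. Buffer 50 mM Tris-HCl pH 7.5, 50 mM NaCl, 1 mM DTT, 0.05% BSA.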
TSHR antagonist: Antagonists of the Thyroid Stimulating Hormone Receptor: HTS campaign | 330,000 compounds, 0.2% hits | AID 504810, 2011 | activity change, negative = inhibition, % at 11.5 µM | Thyrotropin receptor (Homo sapiens), P16473 | TSHR-expressing cells, TSH-stimulated cAMP HTRF, 2 h; hits give low values;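 active = activity change below a set negative limit, meaning inhibition stronger than a set level, cut at about -70% in these data; inconclusive = activity change between two set negative limits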; note: % is set by controls: 0 for no effect and ±100 for the full control effect
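Cell-based HTRF cAMP assay; TSHR cells + compound, TSH EC80 (4nM final), 2 h, 37 deg C. Lysis with anti-cAMP cryptate and cAMP-d2, 30 min RT, read 665/620 nm.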
A-T KAP1 phos: qHTS Assay for Identifying a Potential Treatment of Ataxia-Telangiectasia; Potency, µM (series often up to 57.5 µM), inactives show at the top dose activation, actives largely listed as activators; […] A-T fibroblasts, KAP-1 phosphorylation AlphaLISA; neocarzinostatin DNA damage 30 min before lysis; 320,000 compounds, 0.19% hits; AID 485349, 2010; note: potency is the fitted concentration of half-maximal effect; % of control where 0% means no effect; nearly all actives have a fitted effect of over 45% in size
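ATM-like activity read as KAP-1 phosphorylation via AlphaLISA donor/acceptor antibody pairs after lysis and 6 hr at 25C. Cells were ATM-null patient fibroblasts ([…], hTERT), dosed 60 min, then exposed to the DSB inducer NCS for 30 min.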
Mito fusion yeast: qHTS Assay for Small Molecule Inhibitors of Mitochondrial Division or Activators of Mitochondrial Fusion | Potency, µM (highest dose often 46.1 µM), for inactives: at the highest dose growth rescue (activation), hits mostly activators | AID 485298, 2010 | 320,000 compounds, 0.23% hits | S. cerevisiae fusion-defective mutant growth rescue, CellTiterGlo 48 h;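 note: potency is the fitted concentration of half-maximal effect; % of control where 0% means no effect; nearly all actives have a fitted effect of over 45% in size; temperature-sensitive fusion mutants such as fzo1-1 at 37 °C on non-fermentable ethanol glycerol medium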
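Luminescent cell viability in 1536-well qHTS format served as the measure of rescued growth in ts fusion-mutant S. cerevisiae cultured on non-fermentable YPEG for 48 hours at 37C.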
Integrin act MD: qHTS for Activators of Integrin-Mediated Alleviation for Muscular Dystrophy; Potency, µM (top dose mostly 38.3 µM), for inactives: at the highest dose activation, usual class: activators; 350,000 compounds, 0.064% hits; alpha7betagal myoblasts, beta-gal FDG fluorescence, 48 h;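 note: potency is the fitted concentration of half-maximal effect; 100% = response of the positive control SU9516; nearly all actives have a fitted effect of over 60% in size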
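Alpha7betagal+/- myoblasts (passage 13) were plated 16-24 hr, then exposed to compounds (1:260 dilution of DMSO stock) for 48 hours at 37C. After MPER lysis, β-galactosidase reporter activity was read as FDG fluorescence (ex 480/em 540) after 30 minutes.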
Menin MLL FP TR: qHTS Assay for Inhibitors Targeting the Menin-MLL Interaction in MLL Related Leukemias: Competition With Texas Red Labeled MLL-derived Mutant Peptide | Menin + Texas Red MLL mutant peptide, fluorescence polarization | AID 1768, 2009 | O00255 | 270,000 compounds, 0.23% hits | Potency, µM (series often up to 61.6 µM), inactives show at the highest dose FP activity change, negative = inhibition, actives largely listed as inhibitors; active = well fitted inhibition curve with a large enough effect in the polarisation, with a control signal flat, not every such curve was filed as active; inconclusive = small, poorly fitted or top-dose-only effect, or effect the other way, or a change in a side signal; inactive = no such curve, though single readings can be large or run the other way; the % refers to the polarisation; note: potency is the fitted concentration of half-maximal effect; % of control where 0% means no effect; many of its hits are not listed in these tables
Target sequence (O00255 whole entry, looked up): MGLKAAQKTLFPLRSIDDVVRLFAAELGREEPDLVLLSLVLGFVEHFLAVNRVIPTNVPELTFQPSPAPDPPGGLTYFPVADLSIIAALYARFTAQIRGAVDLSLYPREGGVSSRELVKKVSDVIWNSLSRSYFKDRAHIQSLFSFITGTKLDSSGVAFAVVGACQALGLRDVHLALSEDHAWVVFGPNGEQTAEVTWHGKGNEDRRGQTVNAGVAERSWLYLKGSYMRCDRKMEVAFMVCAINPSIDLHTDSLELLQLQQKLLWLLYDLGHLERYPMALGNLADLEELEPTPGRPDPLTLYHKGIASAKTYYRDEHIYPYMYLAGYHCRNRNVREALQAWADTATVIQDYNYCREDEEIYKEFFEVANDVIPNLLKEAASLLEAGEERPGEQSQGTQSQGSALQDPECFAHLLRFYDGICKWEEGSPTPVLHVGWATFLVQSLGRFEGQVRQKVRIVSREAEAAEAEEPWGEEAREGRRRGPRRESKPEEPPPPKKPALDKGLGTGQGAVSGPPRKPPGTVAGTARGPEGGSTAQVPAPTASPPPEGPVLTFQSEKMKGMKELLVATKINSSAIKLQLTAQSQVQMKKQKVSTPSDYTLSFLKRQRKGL
S-ASM inh: Inhibitors of Secretory Acid Sphingomyelinase (S-ASM): qHTS; placental ASM, HMU-PC fluorogenic substrate, 60 min; Potency, µM (series often up to 57.5 µM), for the others: at the top dose activity change, negative = inhibition, most hits filed as inhibitors; 340,000 compounds, 0.006% hits; AID 504937, 2011; note: potency is the fitted concentration of half-maximal effect
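Fluorescence read-out (Ex 386 nm, Em 447 nm) after stopping the reaction at pH 10. Enzyme: ASM from human placenta; substrate HMU-PC0, 9 uM final; 60 min, 37 °C. Compound preincubation 10 min, ambient temperature.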
MBNL1-CUG inh: qHTS Assay for Inhibitors of MBNL1-poly(CUG) RNA binding | Muscleblind-like protein 1 (Homo sapiens), Q9NR56 | TR-FRET MBNL1-His/biotin-(CUG)12 binding, 665/545 ratio | 280,000 compounds, 0.036% hits | Potency, µM (series often up to 57.5 µM), for the others: at the highest dose activity change, negative = inhibition, usual class: inhibitors | AID 2675, 2010; active = well fitted inhibition curve with a large enough effect in the signal ratio, with a control signal flat, not every such curve was filed as active; inconclusive = small, poorly fitted or top-dose-only effect, or effect the other way, or a change in a side signal; inactive = no such curve, though single readings can be large or run the other way; the % refers to the signal ratio; note: potency is the fitted concentration of half-maximal effect; % is set by controls: 0 for no effect and ±100 for the full control effect
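MBNL1-His + Biotin-(CUG)12, cpd titration 92 nM–58 uM; Tb anti-His Ab 0.055 ng/ul, SA-XL665 5 nM (final); 60 min RT; ratiometric 665/545 nm, Ex 340 nm; normalized to buffer and full-complex controls.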
TCR act: Activators of T cell receptors: qHTS campaign | primary human leukocytes, anti-CD3, IL-2 HTRF, 48 h | Potency, µM (top dose mostly 9.22 µM), for the others: at the highest dose activation of IL-2 secretion, hits mostly activators | 330,000 tested, under 10 active | AID 504894, 2011; note: % of control where 0% means no effect
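Primary human leukocytes receive a-CD3 beads and test compound and are incubated 48 hr. Secreted IL-2 is then assayed by HTRF, measuring 665nm acceptor emission after 320nm excitation of the europium donor.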
The depositor's hits bear a star; u = inconclusive; x = not tested or not shown; & = joins results of further samples; [ ] = remark or other dose. Unless noted, calls come from the whole dose curve; as a rule, active = well fitted curve in the direction sought with a large enough effect; inconclusive = small, poorly fitted or top-dose-only effect, or another doubt; inactive = no such curve, though single readings can be large; an effect the other way counts as inactive or inconclusive.

SMILES	PTAP TSG101 blk	CXXC DNA block	TSHR antagonist	A-T KAP1 phos	Mito fusion yeast	Integrin act MD	Menin MLL FP TR	S-ASM inh	MBNL1-CUG inh	TCR act
O=S(=O)(Nn1cnnc1)c1ccc(F)cc1	-7%	6%	10	-5%	-6%	0%	0%	6%	-16%	2%
CC(CNC(=O)CN1C(=O)NC2(CCOc3ccccc32)C1=O)c1ccccc1 (stereo not drawn)	-4%	x	12	0%	-2%	0%	x	4%	x	-3%
COC(=O)c1ccc(NC(=O)CN(C)S(=O)(=O)c2ccc(OC)c(C)c2)cc1	x	11%	1	-6%	5%	-7%	-25%	-6%	-5%	x
COc1cccc(Nc2nc(C)nc3c2oc2ccccc23)c1	-3%	3%	-16	-9%	4%	-18%	33%[activator]	-4%	11%	1%
COc1ccc(OCC(=O)OCCN2C(=O)c3ccccc3C2=O)cc1	2%	2%	-11	5%	3%	13%	0%	1%	6%	-9%
CCCCc1nnc(SCCSc2nnc(CCCC)n2N)n1N	-7%	1%	-1	2%	-3%	-24%	7%	2%	1%	-1%
COc1nc(NCCO)nc(Nc2ccccc2F)n1	1%	-2%	-1	1%	4%	10%	-3%	-2%	-2%	-1%
COc1ccc(C2=CC(c3ccc(Cl)cc3)n3cnnc3N2)cc1OC (stereo not drawn)	-15%	3%	1	-1%	0%	-26%	11%	124%[activator]	u	-4%
COc1cc(/C=N/NC(=O)C(C)Nc2n[nH]c(=O)[nH]c2=O)ccc1O (stereo not drawn)	-3%	-8%	7	1%	-4%	18%	-9%	60%[activator]	19%	1%[46.1 µM]
CCOc1ccc(CN2CCNC(=O)C2CC(=O)NCc2csc(C)n2)cc1 (stereo not drawn)	x	3%	28	0%	-1%	-30%	-19%	-4%	9%	-1%
COc1cccc(C(=O)N2CCOCC2)c1OC	-2%	0%	-6	-3%[11.5 µM]	1%	11%	25%	1%	9%	-9%
COc1ccccc1CN1CCCC(CN(CCN(C)C)C(=O)C2CCCC2)C1 (stereo not drawn)	0%	0%	-8	2%	2%	-71%[inhibitor]	-10%	1%	-3%	0%
CCn1cc(C(=O)OCC(=O)c2ccc(Cl)cc2)c(=O)c2ccc(C)nc21	1%	6%	-8	-1%	1%	11%	-6%	-1%	2%	-1%
COc1cccc(NC(=O)[C@@H]2CCCN2C(=O)[C@@H]2Cc3ccccc3CN2C(=O)OC(C)(C)C)c1	0%	10%	-11	12%	5%	-4%	x	0%	2%	-1%
CCCCc1ccc(NC(=O)c2ccc(NS(C)(=O)=O)cc2)cc1	-3%	-7%	-8	-3%	0%	-18%	12%	-1%	-14%	0%
O=C(Nc1ccc(F)c(F)c1)c1ccc(F)c(S(=O)(=O)N2CCC3(CC2)OCCO3)c1	-1%	18%	-28	1%	1%	-48%[inhibitor]	5%	-1%	-12%	4%
Cc1ccc(/C=C/C(=O)Nc2ccncc2)o1	-5%	6%	-4	-3%	-3%	10%	-10%	12%	u	14%[46.1 µM]
O=C(Nc1ccccc1OC(F)F)c1ccc(-n2cncn2)c([N+](=O)[O-])c1	0%	x	-5	-5%	-5%	-7%	x	3%	x	-1%
CCn1c(=O)c(C(C)=O)nc2ccccc21	-2%	-6%	9	-2%	4%	0%	6%	4%	u	1%
CCOC(=O)c1c(C)c2c(=O)[nH]cnc2n1-c1ccccc1	-1%	-1%	-8	14%	8%	6%	-8%	0%	3%	0%
S=c1[nH]nc(Cc2cccc3ccccc23)n1-c1ccccc1	-1%	13%	-8	2%	-1%	9%	-15%	-4%	-1%	-76%
CC1(C)CC2CC(C)(CN2CC(O)c2ccccc2)C1 (stereo not drawn)	-2%	1%	0	-4%	-8%	-29%	-19%	-3%	-1%	-44%
COc1ccc(CCNC(=O)C2CCN(Cc3nc(-c4ccccc4C)oc3C)CC2)cc1OC	-4%	-20%	5	-3%	-3%	-39%	u	4%	-8%	8%
O=C(/C=C/c1ccc(Cl)cc1)Nc1ccc(S(=O)(=O)Nc2ncccn2)cc1	-2%	-11%	-13	0%	5%	u	u	-2%	9%	1%
Cc1ccc(-c2nnc(N3CCN(C(=O)c4ccco4)CC3)c3ccccc23)cc1	-4%	2%	-9	-2%	18%	-16%	-10%	-2%	-3%	2%
Cc1ccc(NCc2nnc3n2CCCCC3)c(C)c1	-5%	2%	0	-2%	23%	u	-1%	5%	-1%	2%
O=S(=O)(Nc1ccc(Cl)c(C(F)(F)F)c1)c1cnc[nH]1	-4%	-3%	9	7%	-3%	-17%	9%	-2%	5%	-3%
O=C(NC1CCCC1)c1cnn2c(C(F)(F)F)cc(-c3ccc4c(c3)OCO4)nc12	13%	15%	-6	6%	1%	14%	-9%	100%[activator]	5%	-4%
Cc1ccccc1N(C(=O)Cc1cccs1)C(C(=O)NCC1CCCO1)c1cccnc1 (stereo not drawn)	-2%	-11%	-1	9%	0%	3%	u	2%	-3%	-4%
O=C(c1ccc(Br)o1)N1CCN(Cc2ccccc2Cl)CC1	-4%	-5%	-9	15%	6%	-21%	-11%	-1%	-2%	-1%
C=CCn1c(SCCN2C(=O)c3ccccc3C2=O)nc2scc(-c3ccccc3)c2c1=O	-4%	-8%	3	10%	3%	-10%	12%	-1%	-3%	-2%
O=C(c1ccccc1)c1ccccc1C(=O)c1ccccc1	2%&-2%	-2%&0%	-6&-20	2%&10%	-3%&-1%	-13%&-27%	11%	-4%&3%	-10%	-5%&-1%
Cc1ccc(-c2nc3ncccn3c2NC2CCCCC2)o1	-2%	3%	-14	-2%	-8%	-14%	x	-6%	u	-2%
COc1cc(/C=N/NC(=O)CSCc2ccc([N+](=O)[O-])cc2)cc(OC)c1OC	-8%	14%	-46	6%	3%	20%	u	-3%	u	11%
COCCn1c(NCc2ccco2)nc2c1c(=O)[nH]c(=O)n2C	-4%	-9%	6	-4%	7%	-7%	-1%	-2%	1%	8%
Cc1cc(C)c(C)c(S(=O)(=O)N2CCC(C(=O)Nc3ccncc3)CC2)c1C	-2%	5%	-6	2%	2%	3%	x	-1%	-2%	-5%

Entries of single compounds, looked up by structure.
CCOC(=O)c1c(C)c2c(=O)[nH]cnc2n1-c1ccccc1 across the screens: PTAP TSG101 blk = -1%; CXXC DNA block = -1%; TSHR antagonist = -8; A-T KAP1 phos = 14%; Mito fusion yeast = 8%; Integrin act MD = 6%; Menin MLL FP TR = -8%; S-ASM inh = 0%; MBNL1-CUG inh = 3%; TCR act = 0%
CCn1c(=O)c(C(C)=O)nc2ccccc21 across the screens: PTAP TSG101 blk = -2%; CXXC DNA block = -6%; TSHR antagonist = 9; A-T KAP1 phos = -2%; Mito fusion yeast = 4%; Integrin act MD = 0%; Menin MLL FP TR = 6%; S-ASM inh = 4%; MBNL1-CUG inh = u; TCR act = 1%
Cc1ccccc1N(C(=O)Cc1cccs1)C(C(=O)NCC1CCCO1)c1cccnc1 (stereo not drawn) across the screens: PTAP TSG101 blk = -2%; CXXC DNA block = -11%; TSHR antagonist = -1; A-T KAP1 phos = 9%; Mito fusion yeast = 0%; Integrin act MD = 3%; Menin MLL FP TR = u; S-ASM inh = 2%; MBNL1-CUG inh = -3%; TCR act = -4%

In a second layout: two of the compounds above
Cc1cc(C)c(C)c(S(=O)(=O)N2CCC(C(=O)Nc3ccncc3)CC2)c1C
  PTAP TSG101 blk: -2%; CXXC DNA block: 5%; TSHR antagonist: -6; A-T KAP1 phos: 2%; Mito fusion yeast: 2%; Integrin act MD: 3%; Menin MLL FP TR: x; S-ASM inh: -1%; MBNL1-CUG inh: -2%; TCR act: -5%

COCCn1c(NCc2ccco2)nc2c1c(=O)[nH]c(=O)n2C
  PTAP TSG101 blk: -4%; CXXC DNA block: -9%; TSHR antagonist: 6; A-T KAP1 phos: -4%; Mito fusion yeast: 7%; Integrin act MD: -7%; Menin MLL FP TR: -1%; S-ASM inh: -2%; MBNL1-CUG inh: 1%; TCR act: 8%

Only part of the results is shown (hit frequency here may not be typical).
